Source: PubChem (National Center for Advancing Translational Sciences (NCATS))
a7 integrin act: activators of alpha7 integrin expression for muscular dystrophy; alpha7betagal myoblasts, beta-gal FDG fluorescence, 48 h; Potency, µM (series often up to 38.3 µM), inactives show at the top dose activation, most hits filed as activators; 0.064% of 350,000 active;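 further: potency means the concentration at half of the fitted maximal effect; 100% = response of the positive control SU9516; nearly all actives have a fitted effect of over 60% in size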
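Alpha7betagal+/- myoblasts (passage 13) were plated 16-24 hr, then exposed to compounds (1:260 dilution of DMSO stock) for 48 hours at 37C. After MPER lysis, β-galactosidase reporter activity was read as FDG fluorescence (ex 480/em 540) after 30 minutes.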
KCNH2 3.1 block: inhibitors of human KCNH2 3.1 potassium channel isoform; U2OS KCNH2 3.1, thallium flux FluxOr; stronger effect = lower value; activity change, % (tested at about 1.8 µM); 0.95% of 340,000 active;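 active means maximum activity change below -70%; inconclusive means maximum activity change from -70% to -50%; inactive means maximum activity change above -50%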;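 further: thallium influx rate constant from kinetic fluorescence after stimulation buffer; on the % scale 0 is the no-effect control and ±100 the full control effect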
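U2OS cells transduced with KCNH2 3.1 mutant virus (1.77 x 10^8 /mL, 4 h), plated overnight at 37 C, loaded 45 min with FluxOr dye plus Red40 quencher. Thallium flux rate constant from kinetic reads after stimulation buffer, normalised to controls.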
TRPV1 agonist: activates the human vanilloid receptor TRPV1; activation, % at 8.33 µM; Q8NER1; TRPV1-expressing cells, Fluo-8 calcium influx, agonist mode; 0.19% of 320,000 active; AID 540275; in the data active means activation above about 80%; inconclusive means between about 30% and that limit; further: 0% is about no effect
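Fluo-8 calcium influx in TRPV1-expressing cells, kinetic read (ex 480/em 520 nm). Compound added and read 3 min for agonist activity, followed by capsaicin at EC20 final and 2 min further read for enhancement.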
MBNL1-CUG inh: inhibitors of human MBNL1 binding to CUG repeat RNA; TR-FRET MBNL1-His/biotin-(CUG)12 binding, 665/545 ratio; Potency, µM (highest dose often 57.5 µM), inactives show at the highest dose activity change, negative = inhibition, usual class: inhibitors; 0.036% of 280,000 active; active means well fitted inhibition curve with a large enough effect in the signal ratio, with a control signal flat, not every such curve was filed as active; inconclusive means small, poorly fitted or top-dose-only effect, or effect the other way, or a change in a side signal; inactive means no such curve, though single readings can be large or run the other way; the % refers to the signal ratio; further: potency means the concentration at half of the fitted maximal effect; on the % scale 0 is the no-effect control and ±100 the full control effect
Target sequence (Q9NR56 whole entry, looked up): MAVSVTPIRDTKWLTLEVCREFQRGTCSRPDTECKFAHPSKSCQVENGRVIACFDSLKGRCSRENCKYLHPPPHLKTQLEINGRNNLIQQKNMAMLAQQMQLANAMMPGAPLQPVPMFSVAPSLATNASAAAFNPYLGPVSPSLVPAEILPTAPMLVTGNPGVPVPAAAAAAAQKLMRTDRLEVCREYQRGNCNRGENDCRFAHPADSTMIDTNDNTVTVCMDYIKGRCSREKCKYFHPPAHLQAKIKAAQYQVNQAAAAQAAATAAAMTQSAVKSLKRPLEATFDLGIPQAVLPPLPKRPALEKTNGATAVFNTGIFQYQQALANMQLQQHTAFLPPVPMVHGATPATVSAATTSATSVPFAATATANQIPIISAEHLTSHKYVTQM
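Ratiometric TR-FRET (665 over 545 nm, excitation 340 nm) tracks disruption of MBNL1-His/biotin-(CUG)12 complex after 60 min at room temperature, with compounds at 92 nM to 58 uM final.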
KCNH2 WT inh: KCNH2 (human, wildtype) channel inhibition; Q12809; U2OS, BacMam KCNH2, thallium flux FluxOr; stronger effect = lower value; activity change, % at 1.84 µM; 0.37% of 340,000 active;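 active means maximum activity change below -70%; inconclusive means maximum activity change between -70% and -50%; inactive means maximum activity change above -50%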; further: on the % scale 0 is the no-effect control and ±100 the full control effect
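U2OS cells transduced with wild-type KCNH2 virus are loaded with FluxOr dye for 45 min, and thallium flux is measured in kinetic reads before and after stimulation buffer. Rate constants are normalized to DMSO controls.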
MLL CXXC-DNA inh: inhibitors of human MLL CXXC domain-DNA interaction; MLL-CXXC / FITC-HOXA9 DNA fluorescence polarization; AID 2662; 0.037% of 290,000 active; Q03164; Potency, µM (doses to about 115 µM), for the others: at the highest dose activity change, negative = inhibition, actives largely listed as inhibitors; active means well fitted inhibition curve with a large enough effect in the polarisation, with a control signal flat, not every such curve was filed as active; inconclusive means small, poorly fitted or top-dose-only effect, or effect the other way, or a change in a side signal; inactive means no such curve, though single readings can be large or run the other way; the % refers to the polarisation; further: potency means the concentration at half of the fitted maximal effect
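Fluorescence polarization: 7 uM MLL-CXXC (stock) preincubated 5 min with compounds, then 50 nM fluorescein-HOX-A9 DNA (stock) added; 30 min ambient. Buffer 50 mM Tris-HCl pH 7.5, 50 mM NaCl, 1 mM DTT, 0.05% BSA.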
AT treatment: potential ataxia-telangiectasia treatment; […] A-T fibroblasts, KAP-1 phosphorylation AlphaLISA; neocarzinostatin DNA damage 30 min before lysis; Potency, µM (titrated, usually from 57.5 µM), for the others: top-dose activation, usual class: activators; 0.19% of 320,000 active; AID 485349; further: potency means the concentration at half of the fitted maximal effect; % of control where 0% means no effect; nearly all actives have a fitted effect of over 45% in size
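ATM-like activity read as KAP-1 phosphorylation via AlphaLISA donor/acceptor antibody pairs after lysis and 6 hr at 25C. Cells were ATM-null patient fibroblasts ([…], hTERT), dosed 60 min, then exposed to the DSB inducer NCS for 30 min.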
GALK inhibitor: inhibitors of human galactokinase. Purified GALK, Kinase-Glo residual ATP luminescence. Potency, µM (highest dose often 57.5 µM), for inactives: at the highest dose activity change, negative = inhibition, actives largely listed as inhibitors. P51570. 0.007% of 270,000 active; further: potency means the concentration at half of the fitted maximal effect; on the % scale 0 is the no-effect control and ±100 the full control effect
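GALK at 5 nM final was combined with compound, 35 uM ATP and 100 uM galactose in HEPES pH8.0 with MgCl2 and DTT. The reaction ran one hour at room temperature before luminescent ATP detection.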
ASM inhibitor: human S-ASM enzyme inhibition | P17405 | Potency, µM (highest dose often 57.5 µM), for the others: at the highest dose activity change, negative = inhibition, actives largely listed as inhibitors | AID 504937 | placental ASM, HMU-PC fluorogenic substrate, 60 min | 0.006% of 340,000 active; further: potency means the concentration at half of the fitted maximal effect
Target sequence (P17405 47-631 limits assumed): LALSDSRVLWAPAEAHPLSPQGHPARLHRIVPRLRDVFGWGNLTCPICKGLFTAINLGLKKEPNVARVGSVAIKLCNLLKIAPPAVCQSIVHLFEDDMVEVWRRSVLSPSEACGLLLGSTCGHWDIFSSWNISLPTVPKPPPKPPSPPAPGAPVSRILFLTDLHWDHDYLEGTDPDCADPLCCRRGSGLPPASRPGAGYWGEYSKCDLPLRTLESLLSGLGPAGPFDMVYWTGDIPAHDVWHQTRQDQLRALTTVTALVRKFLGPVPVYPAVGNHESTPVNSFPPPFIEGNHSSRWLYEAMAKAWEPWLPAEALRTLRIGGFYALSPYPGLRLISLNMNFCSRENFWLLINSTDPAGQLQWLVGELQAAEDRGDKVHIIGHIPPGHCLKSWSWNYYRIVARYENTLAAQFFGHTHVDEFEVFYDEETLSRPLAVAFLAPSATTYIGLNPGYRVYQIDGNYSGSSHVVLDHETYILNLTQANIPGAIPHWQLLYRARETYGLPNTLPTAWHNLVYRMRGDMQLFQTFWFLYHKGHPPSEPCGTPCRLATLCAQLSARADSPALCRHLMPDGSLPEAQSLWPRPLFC
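Fluorescence read-out (Ex 386 nm, Em 447 nm) after stopping the reaction at pH 10. Enzyme: ASM from human placenta; substrate HMU-PC0, 9 uM final; 60 min, 37 °C. Compound preincubation 10 min, ambient temperature.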
Coupling enz: counter-screen for Giardia aldolase inhibitors: coupling enzyme system | coupling enzyme system counterscreen, AmpLite Red fluorescence | activity change, negative = inhibition, % at 58.2 µM, hits read low | 0.67% of 290,000 active; in the data active means activity change below about -30%; further: on the % scale 0 is the no-effect control and ±100 the full control effect
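Coupling enzymes only (glyceraldehyde-3-phosphate) + compound, at 57.5 uM final, 10 min RT; add substrate/coupling/AmpLite Red mix, 20 min RT; fluorescence ex 525/em 598 nm. Actives flag coupling-system interference.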
Starred values were filed as active, the others as inactive; ? = inconclusive; . = not tested or not shown; [ ] = remark or other dose. Unless noted, the call rests on the fitted dose curve; in most records, active means well fitted curve in the direction sought with a large enough effect; inconclusive means small, poorly fitted or top-dose-only effect, or another doubt; inactive means no such curve, though single readings can be large; an effect the other way counts as inactive or inconclusive.

SMILES | a7 integrin act | KCNH2 3.1 block | TRPV1 agonist | MBNL1-CUG inh | KCNH2 WT inh | MLL CXXC-DNA inh | AT treatment | GALK inhibitor | ASM inhibitor | Coupling enz
COc1ccc2[nH]cc(C(O)CN3CCN(c4ccccc4)CC3)c2c1 (stereo not given) | . | . | ? | -2% | . | 1% | -11% | 3% | . | -2
COc1ccc(C(C(=O)NC2CCCCC2)N(C(=O)c2snc(C(N)=O)c2N)c2ccc(OC)cc2OC)cc1 (stereo not given) | 0% | 3 | ? | -24% | 0 | 0% | 1% | 7% | 240%[activator] | -1
Cc1ccccc1CN(C)CC(=O)NC(C)CCc1ccccc1 (stereo not given) | 20% | -8 | ? | . | -8 | 0% | 9% | -3% | 8% | 0
CCN(CC)C(=O)C1CCCN(C/C(C)=C/c2ccccc2)C1 (stereo not given) | 5% | 8 | -2 | -4% | 7 | 2% | 7% | 4% | 3% | -1
CN(CCN1CCOCC1)Cc1nc(-c2ccccc2)no1 | ? | -1 | -2 | -6% | 2 | 11% | 3% | -3% | 5% | -1
Cc1cc(S(=O)(=O)Nc2c(NC3CCCCC3)c3ccccc3oc2=O)ccc1F | -19% | -9 | 28 | -1% | -1 | -1% | 11% | -12% | 35%[activator] | .
COCc1cc(C)nc2sc(C(=O)Nc3ccc(C(=O)OC)cc3)c(N)c12 | 6% | -8 | -5 | 12% | 6 | 1% | -1% | 1% | . | -5
CCOc1ccccc1C=C1SC(=S)NC1=O | 1% | 18 | . | . | -2 | . | . | . | -3% | .
COc1ccc(OC)c(NC(=S)N(CCc2c(C)[nH]c3ccc(C)cc23)Cc2cccs2)c1 | -11% | -9 | 9 | 11% | 9 | 21% | -7% | . | -3% | -4
O=C(Nc1ccccc1F)Nc1cccc2ccc(O)cc12 | 0% | -1 | -10 | ? | -3 | ? | 23% | -3% | 18% | -22
Cc1ccc(NC(=O)C2C3CCCC2C3c2ccccc2)c(C)c1 (stereo not given) | 10% | -22 | 20 | . | 0 | -1% | 1% | 0% | 0% | 8
COc1ccccc1N1CCN(C(=O)CN(c2ccccc2OC)S(=O)(=O)c2ccccc2)CC1 | 13% | 8 | 2 | 1% | 4 | 3% | -1% | -1% | 3% | 1
O=C(NNC(=O)c1c(F)cccc1F)c1ccccc1-n1cccc1 | ? | 13 | -2 | 0% | 4 | 1% | 1% | 2% | 5% | 2
Cc1cc(C(=O)CN2C(=O)C(=O)N(CC(C)C)C2=O)c(C)n1-c1ccccc1F | -3% | -7 | 9 | 21% | 4 | 7% | -4% | -1% | -4% | -9
Cc1cc(NC(=O)CSc2cn(CC(=O)N(C(C)C)C(C)C)c3ccccc23)no1 | -2% | -1 | 2 | -3% | 4 | 6% | -2% | 0% | -2% | 2
COc1ccc(Cn2c(=O)[nH]c3cc(C(=O)Nc4ccc(N5CCN(C)CC5)cc4)ccc32)cc1 | 8% | 8 | -5 | -12% | -7 | 19% | . | -2% | 0% | 1
COC(=O)/C(C#N)=C/c1ccc(C)o1 | -21% | 9 | -3 | ? | 0 | -5% | -2% | 16% | -2% | 0
Cc1ccc(CN2CCC(n3nccc3NC(=O)CCCc3ccccc3)CC2)o1 | -25% | 4 | 4 | 5% | 13 | 35% | -5% | 5% | 5% | .
CCN(CC)CCCNC(=O)CCC(=O)Nc1ccc2nc(N3CCC(C)CC3)cc(C)c2c1 | -60%[inhibitor] | -4 | 2 | 0% | -7 | 11% | 4% | 1% | . | 1
Cc1nc2cc(N3CCCCC3)c(NC(=O)c3ccncc3)cc2c(=O)n1Cc1ccc(Cl)cc1 | . | . | -3 | 6% | . | 15% | -3% | 1% | . | 3
Cn1c(=O)oc2cc(S(=O)(=O)Nc3ccc(F)cc3)ccc21 | 16% | 12 | -1 | -6% | 6 | 0% | -9% | 1% | 12% | 0
CCOc1ccc(C(C)=O)cc1N1C(=O)C2C3C=CC(C3)C2C1=O (stereo not given) | -8%[7.66 µM] | 8 | 1 | 0% | 8 | -26% | 1% | -2% | 4% | -1
Cc1cc(C)cc(C(=O)Nc2ccc(NC(=O)c3cccs3)cc2)c1 | -32% | -14 | -3 | -7% | 5 | 6% | -2% | 6% | -11% | 3
COCCNC(=O)C(OC(=O)c1ccco1)c1ccccc1F (stereo not given) | 32% | 3 | 0 | 2% | 1 | -17% | 4% | 0% | 0% | -1
Cc1cc(OCC(=O)N(C)Cc2ccccc2)cc(C)c1Cl | -9% | -13 | ? | 3% | 9 | 9% | 12% | -3% | -1% | 0

Continuation:
SMILES | a7 integrin act | KCNH2 3.1 block | TRPV1 agonist | MBNL1-CUG inh | KCNH2 WT inh | MLL CXXC-DNA inh | AT treatment | GALK inhibitor | ASM inhibitor | Coupling enz
CCOC(=O)Cn1nc(C)n(-c2ccc(Br)cc2)c1=O | 7% | 9 | -1 | -1% | 2 | -1% | -1% | 1% | 4% | 4
CC1=C/C(=N\NC(=O)c2ccc(O)cc2)CC1 | -8% | 11 | 0 | -3% | 2 | 0% | -2% | -5% | -2% | 4
CC(C)(C)c1nc(SCC(=O)Nc2ccc3c(c2)OCCO3)c2ccccc2n1 | -55%[inhibitor] | 10 | 9 | 0% | 5 | 8% | 4% | -4% | -1% | 1
O=S1OCCN1c1ccccc1 (stereo not given) | -12% | 15 | -3 | -7% | 2 | 3% | -14% | . | 6% | 0
COc1ccccc1N1CCN(C(=O)CSc2nnc3c4ccccc4nc(Cc4ccccc4)n23)CC1 | . | . | 5 | ? | . | 5% | -1% | -4% | . | 3
C=CCn1c(SCC(=O)Nc2ccc(NC(=O)c3ccco3)c(OC)c2)nnc1-c1ccncc1 | -8% | -5 | -1 | -5% | -5 | 8% | 5% | 6% | -1% | -2
COc1ccc(NC(=O)CN(C)C(=O)c2ccc(N3CCCCCC3)c([N+](=O)[O-])c2)cc1 | -36% | -7 | 12 | . | -6 | . | 16% | . | -8% | .
Cc1ccc(/C=C2/Sc3ccc(C(=O)NCc4ccccn4)cc3NC2=O)cc1 | -1% | 0 | 3 | -1% | 0 | 59%[activator] | -2% | -5% | 9% | .
Cc1[nH]nc(SCC(=O)NC(C)c2ccccc2)c1[N+](=O)[O-] (stereo not given) | 17% | -11 | 2 | . | -4 | ? | 0% | 1% | 2% | 1
CCC(C)(C(=O)NC1CCCCC1)N(C(=O)C1CCC(=O)N1)c1ccccc1 (stereo not given) | -3% | 11 | -1 | -5% | -2 | 14% | . | 3% | 1% | 2
CCc1ccc(NC(=O)C(=O)NCC2CCCN2S(=O)(=O)c2ccccc2)cc1 (stereo not given) | 0% | -14 | -3 | . | -7 | . | -2% | . | . | .
Oc1ccc(Cl)cc1C=NN1CCCCCC1 | -19% | -2 | . | . | 0 | . | . | . | 2% | .
COc1ccc(C(C)NC(=O)CCc2ccccc2)cc1 (stereo not given) | -5% | 26 | 0 | 7% | -2 | -2% | 5% | -4% | 0% | -1
COc1ccc(N(C)C(=O)Cc2c(C(=O)O)[nH]c3ccccc23)cc1 | 1% | 6 | -3 | -5% | 5 | -6% | 1% | 4% | 1% | 4
COc1ccccc1CN1C(=O)C(=O)N(Cc2cccc(C)c2)C1=O | 9% | 5 | -5 | -1% | -4 | -1% | 4% | 2% | -2% | 4
N#CCCN1CCN(S(=O)(=O)c2ccc(S(=O)(=O)N3CCOCC3)cc2)CC1 | 0% | -20 | -5 | 6% | -7 | 3% | 6% | 1% | 0% | 1
O=C(CSc1ccccn1)NC1CCCC1 | . | . | 1 | -1% | . | ? | 16% | -1% | . | -1
Cc1ccc(O)c(C(=O)c2cnc3onc(-c4ccc(F)cc4)c3c2)c1 | 4% | 2 | 7 | 4% | 6 | 0% | -9% | 2% | -3% | 0
CC(=O)Nc1ccc(-n2nnnc2SCC(=O)NC2CCCC2)cc1 | 0% | -10 | 3 | -6% | -4 | 6% | -1% | 15% | 0% | 2
COc1ccccc1C1NC(c2ccccc2OC)C(C)C(=O)C1C (stereo not given) | 2%[7.66 µM] | 17 | 5 | 5% | 12 | 4% | . | 1% | 6% | 1
Cc1ccc(C)c(N(CC(=O)NC2CCCC2)C(=O)c2oc(C(C)(C)C)cc2C)c1 | -67%[inhibitor] | -16 | ? | 2% | 4 | 2% | -7% | 2% | -5% | -2
O=C(CN1CCN(S(=O)(=O)c2ccc(F)cc2)CC1)Nc1cc(C(F)(F)F)ccc1Cl | 1% | ? | 3 | 7% | -38 | 2% | -9% | 2% | 10% | -3

A portion of the results above, as a working copy:
SMILES | a7 integrin act | KCNH2 3.1 block | TRPV1 agonist | MBNL1-CUG inh | KCNH2 WT inh | MLL CXXC-DNA inh | AT treatment | GALK inhibitor | ASM inhibitor | Coupling enz
CCOC(=O)Cn1nc(C)n(-c2ccc(Br)cc2)c1=O | 7% | 9 | -1 | -1% | 2 | -1% | -1% | 1% | 4% | 4
CC1=C/C(=N\NC(=O)c2ccc(O)cc2)CC1 | -8% | 11 | 0 | -3% | 2 | 0% | -2% | -5% | -2% | 4
